14-3-3 PPI: modulators of 14-3-3 gamma protein binding, primary screen, biochemical, fluorescence polarization | 14-3-3 protein gamma (Homo sapiens), P61981 | FP, 14-3-3gamma / TMR-pS259-Raf peptide binding | inhibition, % at 40 µM | 0.19% of 160,000 active | AID 422, 2006; in the data active = inhibition above about 30%;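 also: 0% = protein plus tracer without compound and 100% = blank with tracer alone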
Target sequence (P61981 whole entry, looked up): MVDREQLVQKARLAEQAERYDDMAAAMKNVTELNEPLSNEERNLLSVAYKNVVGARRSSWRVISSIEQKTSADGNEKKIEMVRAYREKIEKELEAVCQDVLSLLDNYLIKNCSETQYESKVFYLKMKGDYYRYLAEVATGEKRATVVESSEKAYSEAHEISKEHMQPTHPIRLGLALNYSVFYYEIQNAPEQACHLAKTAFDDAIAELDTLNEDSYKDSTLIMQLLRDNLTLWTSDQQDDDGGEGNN
* hit, by the source's call; & = joins results of further samples.

SMILES	14-3-3 PPI
CC(C)Cn1c(=O)c2c(c3ccccc31)OC(C)C(=O)N2 (stereo not drawn)	8&1
CC(C)OC(=O)c1c(NC(=O)CCn2nnc3ccccc32)sc2c1CCCC2	-5
CN(C)C(=O)c1ccc(NC(=O)Cn2nc(-c3ccccc3)c3ccccc3c2=O)cc1	-4
CCN(C(=O)Cn1ncc2c(=O)oc3ccccc3c21)c1ccccc1C	-9
CC(=O)NC1(C(F)(F)F)NC(=O)N(CC(C)C)C1=O (stereo not drawn)	-1&-1
O=CN(Cc1ccco1)C1(C(=O)NC2CCCCC2)CCCCC1	-4
O=[N+]([O-])c1cc(C=Nc2ccc(-c3nc4ccccc4o3)c(O)c2)ccc1Cl	-66
O=C(O)c1cc(-c2ccccc2)n[nH]1	-11
COCCN1C(=O)c2ccc(C(=O)NCc3cccnc3)cc2C1=O	0
CC(C)CN(CC(C)C)S(=O)(=O)c1ccc2nc(-c3ccccc3)[nH]c2c1	1
Cc1nc2ccccc2c2oc(C(=O)N3CCN(C(=O)c4ccco4)CC3)cc12	-2
O=C(Nc1cccc2ccccc12)OC1C=CS(=O)(=O)C1 (stereo not drawn)	8
COc1ccc(C2c3c(oc4ccccc4c3=O)C(=O)N2CCN2CCOCC2)cc1OC (stereo not drawn)	0
O=C(Nc1cc(C(=O)N2CCN(c3ccccc3)CC2)ccc1N1CC2CC(C1)c1cccc(=O)n1C2)c1ccc(Br)o1 (stereo not drawn)	-3
COc1ccc(Cl)cc1N1C(=O)CN(Cc2cccs2)C1=S	-4

4 compounds out of the list, arranged by molar mass, lowest first.
SMILES	14-3-3 PPI
COc1ccc(Cl)cc1N1C(=O)CN(Cc2cccs2)C1=S	-4
CC(C)CN(CC(C)C)S(=O)(=O)c1ccc2nc(-c3ccccc3)[nH]c2c1	1
COc1ccc(C2c3c(oc4ccccc4c3=O)C(=O)N2CCN2CCOCC2)cc1OC (stereo not drawn)	0
O=C(Nc1cc(C(=O)N2CCN(c3ccccc3)CC2)ccc1N1CC2CC(C1)c1cccc(=O)n1C2)c1ccc(Br)o1 (stereo not drawn)	-3

(continued)
SMILES	14-3-3 PPI
N#CCn1cnc2sc3c(c2c1=O)CCCC3	-14
COC(=O)/C=C/S(=O)(=O)c1ccc(NC(C)=O)cc1	4
CCNC(=O)Cn1cnc2c1c(=O)n(C)c(=O)n2C	0&11
CCOc1ccc(NC(=O)CSc2nc3ccccc3s2)cc1	-11
NS(=O)(=O)c1ccc(NC2=CC(c3ccc(F)cc3)N(c3ccc(S(N)(=O)=O)cc3)C2=O)cc1 (stereo not drawn)	-2
O=C(Nc1nnc(SCc2ccccc2)s1)c1cccs1	4
CC(C)c1ccc2oc(-c3ccc(Cl)c(NC(=O)c4ccccc4)c3)nc2c1	-18
O=C1C2C3C=CC(C3)C2C(=O)N1c1ccc(N2CCC(O)CC2)c([N+](=O)[O-])c1 (stereo not drawn)	0
O=[N+]([O-])c1cc2c(cc1I)OCO2	8
Cc1ccc2cc(-c3cccs3)[nH]c2c1	-46
COc1cc(-n2nc(C)c3c2OC(N)=C(C#N)C3c2ccccc2)c(Cl)c(Br)c1O (stereo not drawn)	-42
COc1ccc(C2C3C(=O)N(c4ccc(OC)cc4)C(=O)C3ON2c2ccccc2)cc1 (stereo not drawn)	2
O=C(COc1ccccc1)OCc1cc2ccccc2[nH]c1=O	-2
Cc1cc(C)c2[nH]c(=O)c(CN(Cc3nnnn3C3CCCC3)C3CCCCC3)cc2c1	3
CCOC(=O)c1cc(-c2ccccc2)n(-c2ccc(OC)cc2)n1	-8
COc1cc(-c2nc(N3CCC(C)CC3)c3ccccc3n2)cc(OC)c1OC	4
CC1=CCC(C(=O)O)C(C(=O)NCc2ccc3c(c2)OCO3)C1 (stereo not drawn)	0
CCCOC(=O)C1=C(C)NC2=C(C(=O)CC(c3ccccc3)C2)C1c1cccnc1 (stereo not drawn)	1
CC(C)(C)c1ccc(O)c(N)c1	-8&-1
O=C(NC1CCSC1=O)c1cccc(C(=O)NC2CCSC2=O)c1 (stereo not drawn)	2&-2
Cc1ccc(C(=O)NCCSc2c(C)[nH]c3ccccc23)cc1C	-9
Cc1ccc(C)c(OCC(=O)Nc2nc(-c3ccccc3)cs2)c1C	5
COc1ccc2c(c1)C(C)CC(C)(C)N2C(=O)CSc1nc2ccccc2[nH]1 (stereo not drawn)	-1
CCC(NS(=O)(=O)c1ccc(S(=O)(=O)N2CCOCC2)cc1)C12CC3CC(CC(C3)C1)C2 (stereo not drawn)	4
CN(C)S(=O)(=O)c1ccc(C(=O)Nc2nnc(-c3ccccc3Cl)s2)cc1	11
O=S(=O)(c1ccccc1)N1CCN(S(=O)(=O)c2ccccc2)CC1	-6
O=C1CCCN1CCC1CCN(C2CC(=O)N(c3ccc(Cl)cc3)C2=O)CC1 (stereo not drawn)	7
CC(C)Cc1ccc(C(C)C(=O)Nc2ccccc2)cc1 (stereo not drawn)	-2
COc1ccccc1N=c1oc2c(C)ncc(CO)c2cc1C(N)=O	6
CC1(C)CC(=O)C2=C(C1)Nc1[nH]n(-c3ccccc3)c(=O)c1C2c1cccs1 (stereo not drawn)	1

Reprinted at random: five compounds from above.
SMILES	14-3-3 PPI
O=C1CCCN1CCC1CCN(C2CC(=O)N(c3ccc(Cl)cc3)C2=O)CC1 (stereo not drawn)	7
COc1cc(-c2nc(N3CCC(C)CC3)c3ccccc3n2)cc(OC)c1OC	4
Cc1ccc(C(=O)NCCSc2c(C)[nH]c3ccccc23)cc1C	-9
CC1=CCC(C(=O)O)C(C(=O)NCc2ccc3c(c2)OCO3)C1 (stereo not drawn)	0
O=S(=O)(c1ccccc1)N1CCN(S(=O)(=O)c2ccccc2)CC1	-6

(cont.)
SMILES	14-3-3 PPI
CN(C)CCCN1C(=O)C(=O)/C(=C(/O)c2ccc(Cl)cc2)C1c1cccnc1 (stereo not drawn)	3
CCOC(=O)c1c(C)[nH]c(C)c1C(=O)CSc1nnc(-c2cc(OC)c(OC)c(OC)c2)o1	-4
CCCN(c1ccccc1OC)S(=O)(=O)c1cccc2nsnc12	-3
CC(C)(C)c1ccc(S(=O)(=O)CCSc2nc3ccccc3s2)cc1	5
CCCCNC(=O)NS(=O)(=O)c1nc(C)c(Cl)c(C)c1C#N	3
Cc1ccccc1OCC(=O)Nc1ccccc1N1CCOCC1	0
CCOc1ccc(S(=O)(=O)NCC23CC4CC(CC(C4)C2)C3)c2ccccc12	-2
COC(=O)C1=C(C)NC2=C(C(=O)c3ccccc32)C1c1cc(Br)c(O)c(OC)c1 (stereo not drawn)	-71
OC1CN=C2CCCc3c2n(c2ccccc32)C1 (stereo not drawn)	-23
COc1ccc(OC)c(NC(=O)CSc2nnnn2-c2ccc3c(c2)OCO3)c1	-8
CC(C)C(C(=O)Nc1ccc(N2CCOCC2)cc1)N1C(=O)c2ccccc2C1=O (stereo not drawn)	-8&-22
CN(C)c1nc2c(c(=O)[nH]c(=O)n2C)n1Cc1ccc(F)cc1	-1
CCSc1nccc(Nc2ccccc2)c1C#N	-6
FC(F)(F)c1cccc(CSc2nc3ncccc3[nH]2)c1	-1
Cc1cccc(-n2cc(-c3cc4cc(Cl)ccc4oc3=O)[nH]c2=S)c1	-22
Cc1ccc2cc(C(c3nnnn3CC3CCCO3)N3CCc4ccccc4C3)c(=O)[nH]c2c1 (stereo not drawn)	-1
O=C1C2C3C=CC(CC3)C2C(=O)N1c1cccc(Cl)c1 (stereo not drawn)	-5
COc1ccc(Oc2c(C(F)(F)F)oc3cc(O)ccc3c2=O)cc1	4
COc1cc(OC)cc(C(=O)N2CCN(C(=O)c3cccs3)CC2)c1	-4
CN(C)c1ccc(C(=O)Nc2ccc(F)c([N+](=O)[O-])c2)cc1	2
O=C(Nc1ccc(Cl)cc1)N(Cc1nnc2n1CCCCC2)c1ccccc1	-2
CCN(CCNC(=O)Cn1cc2c(n1)CCCC2)c1ccccc1	-3
CCN1C(=O)CC(N2CCC(Cc3ccccc3)CC2)C1=O (stereo not drawn)	-7&-6
COc1ccc(S(=O)(=O)N2CCCC(C)C2)cc1OC (stereo not drawn)	-6
N#Cc1ccc(-n2nnc3ccccc32)cc1C#N	0
O=C(NCc1ccc2c(c1)OCO2)c1cccc(N2CCCC2=O)c1	4
COc1ccc(-c2noc(C3CCCN(C(=O)c4ccccc4OC)C3)n2)cc1OC (stereo not drawn)	3
COc1ccc(OC)c(C2C(C(=O)OCCOc3ccccc3)=C(C)NC3=C2C(=O)CC(C)(C)C3)c1 (stereo not drawn)	-2
O=C(NCc1ccc(Cl)cc1)c1cc(-c2cccc(Cl)c2)on1	-2
COCc1nnc(NC(=O)c2ccc(S(=O)(=O)N3CCCCCC3)cc2)o1	-6&-10
CCc1ccc(C2=CC(c3cccc(OC)c3)n3ncnc3N2)cc1 (stereo not drawn)	-4
Cc1ccc(Cl)cc1N1CCN(C(c2cccnc2)c2nnnn2C2CCCCC2)CC1 (stereo not drawn)	-1
CCOC(=O)C1=C(C)Nc2nc3ccccc3n2C1c1ccncc1 (stereo not drawn)	2
Cc1ccc(S(=O)(=O)Cn2nnnc2C(C(C)C)N2CCc3ccccc3C2)cc1 (stereo not drawn)	4
O=C(CN1C(=O)NC(Cc2ccccc2)C1=O)NC(=O)NC1CCCCC1 (stereo not drawn)	1
O=C1NC(=O)C(CC(=O)N(Cc2cccs2)C2(C(=O)NC3CCCCC3)CCCCC2)N1 (stereo not drawn)	2
O=[N+]([O-])c1ccn(-c2nc(-c3ccccc3)cc(C(F)(F)F)n2)n1	-6
O=C1[C@@H]2Cc3ccccc3CN2C(=O)N1c1cccc(F)c1	-5
COc1cc2c(cc1NC(=O)c1ccccc1[N+](=O)[O-])oc1ccccc12	0
CCc1cc(C(=O)OC)c(NC(=O)C2CCCCC2C(=O)O)s1 (stereo not drawn)	6
COc1ccc(C2C(C(=O)Nc3cccnc3)=C(C)Nc3nc(-c4cccs4)nn32)cc1OC (stereo not drawn)	-2
Cc1cc(C(F)F)n2nc(C(=O)Nc3ccc(S(=O)(=O)N4CCCC4)cc3)nc2n1	-16
Cc1ccc(Cl)cc1N1CCN(C(=O)CN2N=C(c3ccccc3)CCC2=O)CC1	-3
COc1ccc(N2C(=O)CCC(C(=O)Nc3nc4ccccc4s3)C2c2ccc(F)cc2)cc1 (stereo not drawn)	0
CCN(CC)S(=O)(=O)c1ccc2[nH]c3nc(SCc4ccccc4C)nnc3c2c1	-4
COc1ccc(CC(=O)N2N=C(C)CC2(O)c2ccc(Cl)cc2)cc1 (stereo not drawn)	-10
CC(=O)Nc1ccc(N2C(=O)c3cccc4c(Br)ccc(c34)C2=O)cc1	-36
COc1cc(C(=O)Nc2c3c(nn2-c2cc(C)cc(C)c2)CSC3)cc(OC)c1OC	6
CCOC(=O)NC(Nc1nc2ccccc2s1)(C(=O)OCC)C(F)(F)F (stereo not drawn)	0
CN(CC(=O)NC1CCCc2ccccc21)S(=O)(=O)c1cccc2nsnc12 (stereo not drawn)	1
COc1cccc(C2Oc3ccc(Cl)cc3C3=C2C(c2ccc(C)cc2)n2ncnc2N3)c1 (stereo not drawn)	3
Cc1c(C(=O)Nc2cnc3ccccc3c2)cccc1[N+](=O)[O-]	4
Cc1cc(=O)oc2c(C(C)O)c(O)ccc12 (stereo not drawn)	1
Cn1nc(C(=O)Nc2ccc3c(c2)OCCO3)cc1C(=O)O	-6
CCCNc1nc(CC(C)=O)ns1	-3
COc1ccc(-n2nc(C(=O)NCC(=O)NC3CCCC(C)C3C)c3ccccc3c2=O)c(OC)c1 (stereo not drawn)	-4
Cc1cccc(C)c1NC(=O)C(NC=O)c1ccc(N(C)C)cc1 (stereo not drawn)	-6
O=C(NCCc1cn2ccsc2n1)C1CCCCC1	-6
CCOc1ccc(Nc2cc(C(=O)NCCN3CCCC3)c3ccccc3n2)cc1	-23
COc1ccc(/C(O)=C2/C(=O)C(=O)N(CCCC(=O)O)C2c2ccc(OC)c(OC)c2)cc1 (stereo not drawn)	-8

The list continues:
SMILES	14-3-3 PPI
CCCc1[nH]nc2c1C(CCc1ccccc1)C(C#N)=C(N)O2 (stereo not drawn)	8
O=C(Oc1nsnc1N1CCCCC1)N1CCOCC1	1
Cc1noc(C)c1CSc1nc2ccccc2n1C	6
Cc1ccc(CNC(=O)C2CCC(=O)N2CCc2ccccc2)cc1 (stereo not drawn)	-1
Cc1cccc(Nc2nc(N)nc(CN3CCN(Cc4ccc5c(c4)OCO5)CC3)n2)c1	5
CC(NC(=O)c1cc2c(=O)n(C)c3ccccc3c2n1C)c1ccc2c(c1)OCCO2 (stereo not drawn)	-7
Cc1ccc(-n2c(=O)c3c4c(sc3n(CC(=O)NC3CCCC3)c2=O)CCC4)cc1C	-5
COCCOC(=O)C1=C(C)OC(N)=C(C#N)C1c1ccco1 (stereo not drawn)	3
CC1(C)Cc2ccccc2C(Nc2nc(-c3ccccc3)cs2)=N1	-13
COC(=O)C1=CNC=C(C(=O)OC)C1c1cccs1	-2
CSc1cccc(NC(=O)Cn2cccc2)c1	0
Cc1ccc(NC(=O)CSc2nc3c(c(=O)n2Cc2ccccc2)SC(C)C3)cc1 (stereo not drawn)	7
CC1CCCC(NC(=O)c2ccc3c(c2)N(Cc2ccc(F)cc2)C(=O)CS3)C1C (stereo not drawn)	1
O=C(c1ccco1)N1CCN(c2c(-c3ccccc3)c3cc(Cl)ccc3[nH]c2=O)CC1	2
CC(=O)c1ccc(N2C(=O)C3CCCCC3C2=O)cc1 (stereo not drawn)	5
O=C(Oc1ccccc1)C1C2CCCC1C2c1ccccc1 (stereo not drawn)	-6

Gathered by group, the entries above with a CF3 group.
SMILES	14-3-3 PPI
CC(=O)NC1(C(F)(F)F)NC(=O)N(CC(C)C)C1=O (stereo not drawn)	-1&-1
FC(F)(F)c1cccc(CSc2nc3ncccc3[nH]2)c1	-1
COc1ccc(Oc2c(C(F)(F)F)oc3cc(O)ccc3c2=O)cc1	4
O=[N+]([O-])c1ccn(-c2nc(-c3ccccc3)cc(C(F)(F)F)n2)n1	-6
CCOC(=O)NC(Nc1nc2ccccc2s1)(C(=O)OCC)C(F)(F)F (stereo not drawn)	0

Screens (PubChem BioAssay)

Some of the compounds tested; the hit share may differ from the screen's.
